# Source: PubChem (several laboratories)
# OXTR agonist = human OXTR agonism; P30559; actives 0.32% (n = 320,000); CHO-OTR cells, Fluo-8 calcium fluorescence; normalized: DMSO 0%, oxytocin 100%; AID 2435; activation, % at 3 µM;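 active means activation above the mean of all tested compounds plus 3 SD, cutoff set per screening run, cut at about 20% in these data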;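 further: peak over basal fluorescence ratio from a 100 s FLIPR kinetic read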
# Target sequence (P30559 whole entry, looked up): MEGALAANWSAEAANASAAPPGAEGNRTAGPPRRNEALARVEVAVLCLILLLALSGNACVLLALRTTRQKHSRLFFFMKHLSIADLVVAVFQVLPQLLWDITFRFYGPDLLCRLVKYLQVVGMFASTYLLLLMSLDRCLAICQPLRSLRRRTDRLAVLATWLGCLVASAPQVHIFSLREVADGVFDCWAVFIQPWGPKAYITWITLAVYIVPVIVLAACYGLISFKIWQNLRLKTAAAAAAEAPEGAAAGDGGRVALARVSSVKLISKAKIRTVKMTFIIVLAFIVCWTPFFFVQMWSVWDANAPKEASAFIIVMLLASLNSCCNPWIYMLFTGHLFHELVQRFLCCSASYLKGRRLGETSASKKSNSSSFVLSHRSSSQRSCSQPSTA
# M18AAP inhibitor = PfM18AAP enzyme inhibition | recombinant PfM18AAP, H-Glu-NHMec fluorogenic cleavage | inhibition, % at 7.35 µM | actives 1.2% (n = 290,000) | AID 1822;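 active means inhibition above the campaign mean inhibition over all tested compounds plus 3 SD, cut at about 28% in these data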;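 further: 0% = plate median of test compound wells and 100% = 2 mM ZnCl2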
# GPR7 antag = blocks human GPR7 receptor signaling; P48145; GPR7-expressing cells, fluorescence antagonist assay; inhibition, % at 4.4 µM; actives 1.1% (n = 290,000); in the data active means inhibition above about 16%, passing the limit was not always enough;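 further: cells stimulated with the agonist NPW; 0% = agonist with vehicle and 100% = vehicle without agonist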
# Target sequence (P48145 whole entry, looked up): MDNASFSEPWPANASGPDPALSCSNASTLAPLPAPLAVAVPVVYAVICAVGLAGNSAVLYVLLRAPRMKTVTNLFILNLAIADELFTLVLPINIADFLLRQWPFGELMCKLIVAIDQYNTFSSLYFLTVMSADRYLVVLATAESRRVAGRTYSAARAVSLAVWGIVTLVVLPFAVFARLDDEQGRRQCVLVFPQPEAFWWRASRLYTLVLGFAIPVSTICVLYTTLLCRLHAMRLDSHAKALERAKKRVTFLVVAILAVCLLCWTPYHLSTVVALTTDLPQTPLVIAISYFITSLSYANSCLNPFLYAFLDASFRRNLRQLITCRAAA
# FID counter = displaces DNA intercalator in HCV helicase counter-screen; DNA fluorescent intercalator displacement, fluorescence; inhibition, % at 7.9 µM; actives 0.17% (n = 290,000); AID 1845; in the data active means inhibition above about 37%;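 further: 0% = vehicle and 100% = reference compound; higher means more ethidium bromide displaced from hairpin DNA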
# MEKK2wt PB1 HTS = raises or lowers MEK5 binding to wildtype human MEKK2 PB1 domain; bead flow cytometry, Alexa488-MEK5 binding to MEKK2 WT; actives lie on both sides; actives 1.1% (n = 290,000); binding response (% of control), % at 10 µM; in the data active means binding response below about 67% or above about 130%
# MEKK2mut PB1 HTS = signal of MEK5 binding to mutant human MEKK2 PB1 domain; actives 0.35% (n = 290,000); percent response, % at 10 µM; bead flow cytometry, Alexa488-MEK5 binding to MEKK2 mutant; AID 1530; in the data active means percent response above about 24%, passing the limit was not always enough; further: inactives centre near 1; some results filed as inactive read as strong as hits; reference of the scale not given here
# NALP1 inh = NALP1 inhibition; inhibition, % at 10 µM; S. cerevisiae NALP1/ASC/caspase-1 growth, X-gal OD620, 72 h; actives 0.61% (n = 280,000); in the data active means inhibition mostly above about 24%, no sharp cut-off; inactive means mostly below about 32%; further: some compounds called inactive have numbers as strong as hits
# PHOSPHO1 block = inhibitors of human PHOSPHO1 phosphatase; inhibition, % at 13.3 µM; Q8TCT1; actives 1.1% (n = 290,000); recombinant PHOSPHO1, absorbance phosphatase assay; in the data active means inhibition above about 60%
# Target sequence (Q8TCT1 whole entry, looked up): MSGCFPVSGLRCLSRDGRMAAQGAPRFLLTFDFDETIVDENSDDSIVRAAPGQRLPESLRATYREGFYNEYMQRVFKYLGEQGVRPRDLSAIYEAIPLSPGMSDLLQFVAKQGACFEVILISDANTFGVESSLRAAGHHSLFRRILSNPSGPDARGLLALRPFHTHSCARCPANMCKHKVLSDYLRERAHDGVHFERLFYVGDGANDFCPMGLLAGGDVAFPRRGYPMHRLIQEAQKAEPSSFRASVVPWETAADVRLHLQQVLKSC
# MEKK3 PB1 HTS = raises or lowers MEK5 binding to the human MEKK3 PB1 domain; bead-based flow cytometry, Alexa488-MEK5 binding to MEKK3; actives lie on both sides; 0 = blocked by unlabeled MEK5, 100 = vehicle; binding response (% of control), % at 10 µM; actives 1.4% (n = 290,000); AID 1529;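 active means binding response more than 3 SD above or below the average of its plate-row segment, actives on both sides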;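 further: Alexa488 bead fluorescence after subtracting the streptavidin-only scavenger bead signal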
# An asterisk follows results filed as active; . = no result given.
SMILES,OXTR agonist,M18AAP inhibitor,GPR7 antag,FID counter,MEKK2wt PB1 HTS,MEKK2mut PB1 HTS,NALP1 inh,PHOSPHO1 block,MEKK3 PB1 HTS
CC(Sc1nc(-c2ccccc2)cc(C(F)(F)F)n1)C(=O)NCc1ccco1 (configuration not stated),-2.1,2,4,-15,95,-3,10,1,90
O=c1cc(-c2ccc(F)cc2F)[nH]c2ccccc12,1.1,-1,-1,0,104,-2,28,-4,107
CCCN(CCC)C(=O)C1CC(=O)OC12CCCCC2 (configuration not stated),-0.4,3,-3,-7,87,-7,4,37,97
COc1ccc(CN(CC(=O)NCc2ccco2)C(=O)CNS(=O)(=O)c2ccc(C)cc2)cc1,2.3,-4,0,-34,94,0,-7,49,101
Cc1cc(S(=O)(=O)NCc2ccccc2)ccc1OCC(=O)N1CCCC1,0.8,2,3,-31,97,3,1,14,99
C=CCC(C(=O)OC)(C(=O)OC)c1ccc(C(F)(F)F)cc1[N+](=O)[O-],-2.1,2,-10,-3,99,1,-2,42,102
CCC(C)C(=O)Nc1nc2ccc(OC)cc2s1 (configuration not stated),-2.8,-3,-6,-5,108,7,17,28,106
Cc1cc(C(=O)Nc2ccc(C)c(C)c2)n(-c2ccccc2)n1,-1.6,-1,-14,-24,99,1,27,-2,98
CCOc1ccc(NC(=O)CN(C)CC(=O)Nc2cc(Cl)ccc2C#N)cc1OCC,-2.6,1,6,-35,107,4,11,-12,109
COc1ccc(Cl)cc1N(C(=O)c1ccco1)C(C(=O)NC1CCCC1)c1ccco1 (configuration not stated),-0.5,3,29*,-47,101,7,7,19,101
Cc1nnc(NC(=O)c2ccc(F)c(S(=O)(=O)N3CCCCC3)c2)s1,-0.3,5,-11,-17,96,-5,17,33,99
COC(=O)C/C=C/[C@@H](C)[C@@H](/C=N/O[C@@H](C)c1cn([C@H](CO)Cc2ccccc2)nn1)NS(=O)(=O)c1ccc(C)cc1,-0.9,4,-11,-53,98,-4,3,8,102
Cc1c(Br)ccc(NC(=O)CCN2C(=O)C3C4CCC(C4)C3C2=O)c1C (configuration not stated),-0.6,-8,0,-8,90,-16,19,-17,89
Nc1ncc([N+](=O)[O-])cc1Br,0.7,11,-9,-3,93,-3,-10,-1,95
Cc1ccc2nc(SCC(=O)Nc3ncccn3)[nH]c2c1,1.0,2,10,-10,95,-3,.,27,96
CCC(=O)N(CCC(c1ccc(C)cc1)c1ccco1)Cc1ccco1 (configuration not stated),-0.1,2,13,-40,96,3,-1,44,104
O=C(Cc1ccccc1F)Nc1ccc(S(=O)(=O)N2CCCCC2)cc1,1.5,0,-3,-15,99,0,-3,9,97
CCOC(=O)C(C)/C(C)=N/NC(N)=S (configuration not stated),0.0,4,-6,-11,105,-1,3,3,107
C[n+]1nc(Nc2cccc(F)c2)sc1-c1ccc(C(=O)O)cc1,.,.,.,.,97,-1,.,16,97
Fc1ccccc1Cn1nnc2c(-n3ccnc3)ncnc21,-0.4,-10,2,-2,107,1,23,9,101

# 14 compounds already listed, ordered by molar mass, highest first.
SMILES,OXTR agonist,M18AAP inhibitor,GPR7 antag,FID counter,MEKK2wt PB1 HTS,MEKK2mut PB1 HTS,NALP1 inh,PHOSPHO1 block,MEKK3 PB1 HTS
COC(=O)C/C=C/[C@@H](C)[C@@H](/C=N/O[C@@H](C)c1cn([C@H](CO)Cc2ccccc2)nn1)NS(=O)(=O)c1ccc(C)cc1,-0.9,4,-11,-53,98,-4,3,8,102
Cc1c(Br)ccc(NC(=O)CCN2C(=O)C3C4CCC(C4)C3C2=O)c1C (configuration not stated),-0.6,-8,0,-8,90,-16,19,-17,89
Cc1cc(S(=O)(=O)NCc2ccccc2)ccc1OCC(=O)N1CCCC1,0.8,2,3,-31,97,3,1,14,99
C=CCC(C(=O)OC)(C(=O)OC)c1ccc(C(F)(F)F)cc1[N+](=O)[O-],-2.1,2,-10,-3,99,1,-2,42,102
CCC(=O)N(CCC(c1ccc(C)cc1)c1ccco1)Cc1ccco1 (configuration not stated),-0.1,2,13,-40,96,3,-1,44,104
C[n+]1nc(Nc2cccc(F)c2)sc1-c1ccc(C(=O)O)cc1,.,.,.,.,97,-1,.,16,97
Cc1cc(C(=O)Nc2ccc(C)c(C)c2)n(-c2ccccc2)n1,-1.6,-1,-14,-24,99,1,27,-2,98
Cc1ccc2nc(SCC(=O)Nc3ncccn3)[nH]c2c1,1.0,2,10,-10,95,-3,.,27,96
Fc1ccccc1Cn1nnc2c(-n3ccnc3)ncnc21,-0.4,-10,2,-2,107,1,23,9,101
CCCN(CCC)C(=O)C1CC(=O)OC12CCCCC2 (configuration not stated),-0.4,3,-3,-7,87,-7,4,37,97
CCC(C)C(=O)Nc1nc2ccc(OC)cc2s1 (configuration not stated),-2.8,-3,-6,-5,108,7,17,28,106
O=c1cc(-c2ccc(F)cc2F)[nH]c2ccccc12,1.1,-1,-1,0,104,-2,28,-4,107
Nc1ncc([N+](=O)[O-])cc1Br,0.7,11,-9,-3,93,-3,-10,-1,95
CCOC(=O)C(C)/C(C)=N/NC(N)=S (configuration not stated),0.0,4,-6,-11,105,-1,3,3,107

# The listing continues.
SMILES,OXTR agonist,M18AAP inhibitor,GPR7 antag,FID counter,MEKK2wt PB1 HTS,MEKK2mut PB1 HTS,NALP1 inh,PHOSPHO1 block,MEKK3 PB1 HTS
Cc1ccc(-c2nn(-c3ccccc3)cc2/C=C/C(=O)OCC(=O)NC2CC2)o1,14,-29,0,-26,116,5,28,-3,131*
CC(C)(CO)NC(=O)C(c1ccccc1)c1ccccc1,0.4,-3,-4,0,112,6,18,-17,109
CC(C)Oc1ccc(/C=N/NC(=O)C(CSCc2ccccc2)NC(=O)c2ccc([N+](=O)[O-])cc2)cc1 (configuration not stated),-1.7,11,-9,-4,104,4,-54,-4,109
C/C(=N\OC(=O)c1ccc(F)cc1)c1ccc(F)c(F)c1,-2.7,-3,8,-5,112,9,.,41,109
CC(C)N(C(=O)CSc1nnc(NC(=O)c2ccco2)s1)C(C)C,-0.1,-4,-5,-9,107,-1,3,8,112
Cc1cc(-c2ccccc2)nc(N/N=C/c2ccc(O)cc2O)n1,-1.0,21,-5,-8,111,6,3,39,108
OC(COCc1ccccc1)CN1CCN(Cc2ccc3c(c2)OCO3)CC1 (configuration not stated),-0.2,2,2,11,101,2,-3,13,92
O=C1CN(S(=O)(=O)c2ccc(F)cc2)CC(=O)N1CCc1ccccc1,.,11,1,-14,102,3,24,18,99
O=C(Nc1nnc(CC(c2ccccc2)c2ccccc2)s1)c1ccco1,0.1,-1,-7,-2,98,2,0,22,102
O=C(CSCC(=O)N1CCOCC1)Nc1ccccc1,0.8,-4,-5,-3,101,3,26,1,101
O=C(O)Cc1ccc(C(=O)c2ccc(Cl)cc2Cl)s1,-1.8,-2,-12,-6,95,-1,-2,8,103
CCOc1ccccc1/C=N/n1nnnc1N,-1.3,-15,1,-1,99,5,1,35,102
O=S(=O)(c1cccs1)N1CCN(Cc2cccc(F)c2)CC1,-1.6,1,30*,-5,101,2,7,.,98
Cc1ccc(CNC(=O)CCS(=O)(=O)c2cc3c(cc2C)NC(=O)CO3)cc1,-0.7,1,-8,-11,105,5,-1,20,104
CCC(=O)Nc1ccc(NC(=O)CSc2nc3c(c(=O)n(C)c(=O)n3C)n2CC)cc1,1.5,-4,-2,-18,102,5,9,26,101
CC(C)(C)NNC(=S)Nc1cccc(F)c1,-1.0,-8,-9,3,101,1,24,-8,103
CC(C)(C)C(=O)NC1(C(F)(F)F)NC(=O)N(Cc2ccccc2)C1=O (configuration not stated),0.4,4,25*,-5,99,0,-6,28,102
Cc1oc(-c2cccc(F)c2)nc1CN1CCCN(C(=O)c2ccco2)CC1,1.5,4,-16,-16,108,5,-20,37,106
Cc1ccc(NC(=S)Nn2cnnc2)c(C)c1,.,72*,1,-2,103,1,3,-24,101
CCCCn1c(N)c(N(CC(C)C)C(=O)C2CCN(S(=O)(=O)c3ccc(F)cc3)CC2)c(=O)[nH]c1=O,.,1,-6,-28,93,-6,10,12,96
O=C(COc1c(Cl)cc(Cl)cc1Cl)c1ccc(Cl)cc1,1.5,-7,-6,-2,96,-3,31,-9,100
COc1ccccc1CN1CCNC(=O)C1CC(=O)NCCCn1cccn1 (configuration not stated),1.2,-6,-5,-12,101,1,11,20,100
Cc1ccc(CC(=O)NCC2CCCCC2)cc1,-2.3,-2,0,-3,108,11,13,24,106
COC(=O)c1c(C#N)c(N)nc2c1CCC2,1.8,-2,-9,2,97,9,-3,38,101
CC(C(=O)Nc1ccc(S(=O)(=O)N2CCCCC2)cc1)N1CCN(c2ccccn2)CC1 (configuration not stated),-0.3,-9,-9,2,105,1,-1,34,102
Cc1cccc(Cc2nnc(CCC(=O)N3CCCCC3c3nccs3)o2)c1 (configuration not stated),-0.6,1,-9,-21,100,8,-2,-6,101
CC(=O)c1cn(CCOc2ccc(F)cc2)c2ccccc12,18,3,13,-24,108,1,-12,29,108
CC(C)c1ccc(NC(=O)NC2(C(=O)NCc3cccnc3)CCCCC2)cc1,0.0,-6,3,-34,97,-3,25,10,100
O=C(CCNC(=O)c1ccc([N+](=O)[O-])cc1)NCCc1ccccc1,0.0,1,-10,-1,105,1,8,30,104
CCC1(C)N=c2c(c(=O)n(C)c(=O)n2C)=NO1 (configuration not stated),-0.8,10,9,1,99,2,14,0,98
CCC(=O)Nc1nc2nc(-c3ccccc3)cc(-c3ccccc3)n2n1,-0.8,7,-14,5,.,.,-4,-1,.
CCCN(CCC)CCCn1c(=O)[nH]c2ccccc21,1.2,-3,1,-1,96,0,10,29,99
CN(C)C(=O)c1ccc(NC(=O)c2sccc2-c2ccccc2)cc1,-0.4,-10,-12,-24,106,5,14,24,104
O=C(Nc1ccccc1)Nc1ccc(C(=O)N2CCOCC2)cc1,1.0,4,-2,-7,101,2,22,41,100
O=C(NCCCN1CCOCC1)C1(c2ccccc2)CCCC1,-1.1,6,-3,3,80,-16,-6,-3,65
O=S(=O)(Nc1ccncc1Cl)c1ccc2ccccc2c1,0.6,11,-2,-18,87,-7,12,20,98
COc1ccc(C)cc1NC(=O)c1ccc(CN2CCN(c3ccccc3)CC2)cc1,-2.3,-6,-3,-6,93,-2,52,12,103
CCc1ccc(NC(=S)N2CCC(NC(=O)c3ccccc3)CC2)cc1,-1.0,2,-3,-17,97,3,8,11,96
COc1cc(S(=O)(=O)N2CCN=C2c2ccccc2)ccc1F,0.8,8,-1,5,76,-6,-3,-21,68
Cc1ccc(-c2nc(-c3ccncc3)no2)c(C)c1,-1.3,-2,-3,-21,104,1,4,34,102
N#Cc1c(NC(=O)CSCC(=O)O)sc2c1CCCC2,0.9,-7,-1,-8,94,-3,22,-16,91
Cc1c(NC(=O)CSc2nc3ccccc3n2C)c(=O)n(-c2ccccc2)n1C,-2.5,3,-12,-9,107,9,4,27,105
CCOC(=O)C1=C(C)N(CCCC(=O)O)C(=O)NC1c1ccccc1OS(=O)(=O)c1ccc(C)cc1 (configuration not stated),-0.3,2,4,-36,96,-4,16,-1,98
O=[N+]([O-])c1ccc(N2CCN(C(=S)NCc3ccc(Cl)cc3)CC2)cc1,2.4,-1,51*,8,112,4,0,-8,103
